Assay outcomes: PubChem BioAssay, several laboratories
TRPN1 ag: zebrafish TRPN1 channel agonists, primary screen, cell-based, HEK293, calcium fluorescence | activation, % at 3 µM | transient receptor potential cation channel N1 (TRPN1/NompC), Danio rerio | HEK293 zebrafish TRPN1-YFP, Fluo-8 calcium fluorescence; 100% = response to 87 µM carbachol | 220,000 tested, 0.18% active;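 active = activation above its plate's cutoff, the mean activation of test wells on that plate plus 3 SD, cut at about 19% in these data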;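 also: 0% = DMSO alone and 100% = 87 µM carbachol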
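Assay system: Zebrafish TRPN1-YFP in HEK293 cells | Incubation: Dye loading 1 h at 37 °C, then 30 min room temperature | Measured by: Kinetic Fluo-8 fluorescence, ex 470-495, em 515-575 nm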
RBBP9 inh: human RBBP9 inhibitors, primary screen, biochemical, fluorescence polarization, FP-Rh probe, HTS; inhibition, % at 7.94 µM; 220,000 tested, 0.2% active; AID 1515, 2009; recombinant RBBP9;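 active = inhibition above the campaign mean of all tested compounds plus 3 SD, cut at about 14% in these data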;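 also: plate controls were DMSO wells with RBBP9 for no effect and wells lacking RBBP9 protein for full effect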
Target sequence (O75884 whole entry, looked up): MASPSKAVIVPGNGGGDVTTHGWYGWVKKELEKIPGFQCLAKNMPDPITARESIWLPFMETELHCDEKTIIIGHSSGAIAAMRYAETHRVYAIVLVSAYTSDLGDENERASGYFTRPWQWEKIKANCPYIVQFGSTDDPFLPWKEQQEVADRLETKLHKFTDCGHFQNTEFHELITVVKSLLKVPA
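Test system: recombinant human RBBP9; Timing: 30 min then 45 min, 25 °C; Detection: fluorescence polarization; Control set: RBBP9 with DMSO as uninhibited control, no-protein wells as full inhibition; Compound dosing: one concentration, 7.94 µM nominal, 0.794% DMSO; Probe or stimulus: FP-Rh activity-based probe, 375 nM before mixing.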
TNF necrop inh: inhibitors of TNF-alpha triggered necroptosis, primary screen, cell-based, Jurkat FADD-/-, single concentration. Jurkat FADD-/- TNF necroptosis rescue, ATP luminescence, 24 h; 0 = TNF only, 100 = no-TNF cells. activation (protection from cell death), % at 10 µM. 220,000 tested, 0.068% active. AID 463075, 2010;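 active = activation, meaning protection from cell death, of at least 50% relative to plate controls; inactive = activation below 50%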;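 also: necroptosis triggered by 40 ng/mL TNF-alpha added together with compound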
Wee1 stabilizer: Wee1 degradation inhibitors, primary screen, cell-based, HeLa, Wee1K328M-luciferase, luminescence | HeLa Luc-Wee1K328M stability; 100% = proteasome inhibitor MG132 effect | reporter increase, % at 5 µM | 220,000 tested, 1.2% active | AID 1321, 2008;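 active = activation above the mean of all tested compounds plus 3 SD, set per screening run, cut at about 8.8% in these data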;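 also: cells exposed to compound for 20 h before luminescence read; 0% = DMSO alone and 100% = MG132 at 30 µM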
Target sequence (P30291 whole entry K328M): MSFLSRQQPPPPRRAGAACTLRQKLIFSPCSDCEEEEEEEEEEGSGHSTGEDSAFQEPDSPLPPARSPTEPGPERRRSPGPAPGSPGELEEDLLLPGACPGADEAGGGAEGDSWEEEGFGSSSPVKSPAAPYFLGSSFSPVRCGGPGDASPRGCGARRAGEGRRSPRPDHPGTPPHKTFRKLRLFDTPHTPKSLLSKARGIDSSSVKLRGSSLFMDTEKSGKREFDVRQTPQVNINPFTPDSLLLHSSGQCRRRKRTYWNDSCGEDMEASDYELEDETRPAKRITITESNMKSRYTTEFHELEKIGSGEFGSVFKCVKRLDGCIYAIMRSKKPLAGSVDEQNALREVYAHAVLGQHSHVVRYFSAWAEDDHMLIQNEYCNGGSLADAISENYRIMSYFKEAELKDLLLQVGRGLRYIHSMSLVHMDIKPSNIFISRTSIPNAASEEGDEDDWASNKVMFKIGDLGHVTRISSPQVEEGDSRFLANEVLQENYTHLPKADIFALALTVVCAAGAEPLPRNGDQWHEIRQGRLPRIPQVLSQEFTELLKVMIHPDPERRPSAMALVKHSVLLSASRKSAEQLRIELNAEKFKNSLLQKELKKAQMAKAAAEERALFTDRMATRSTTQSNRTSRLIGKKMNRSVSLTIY
CHOP inh: inhibitors of CHOP promoter induction, primary screen, cell-based, unfolded protein response, luciferase reporter. 220,000 tested, 3.8% active. inhibition, % at 10 µM. CHO-K1 CHOP-promoter luciferase, tunicamycin-induced, 15-18 h;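 active = compounds that reduced the stress-induced luciferase reporter signal by more than about 70% of percent inhibition, limit read from the data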;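 also: 0% = tunicamycin plus vehicle and 100% = wells without tunicamycin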
PPC-1+TRAIL kill: compounds killing PPC-1 cancer cells with TRAIL present, primary screen, TRAIL potentiator project, ATPLite luminescence, uHTS; AID 1443, 2008; cell killing (% activity), % at 4 µM; 220,000 tested, 0.41% active; PPC-1 cells + TRAIL, ATPLite viability luminescence;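 active = cell killing above 50% in the first pass at 4 µM, then a duplicate retest at 5 µM averaging 50% or more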;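 also: plate controls were cells with TRAIL plus DMSO for no effect and medium-only wells lacking cells for full effect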
Ba/F3 V617F tox: reduced viability of JAK2V617F-dependent Ba/F3 cells, primary screen, JAK2V617F inhibitor project, cell-based, Ba/F3 EpoR-JAK2V617F, luminescence; ATP luminescence; inhibition, % at 5.6 µM; 220,000 tested, 1.1% active; AID 1446, 2008;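 active = inhibition above the campaign mean plus 3 SD over all tested compounds, cut at about 24% in these data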;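 also: cytokine-independent growth of Ba/F3 cells driven by EpoR plus mutant JAK2; 0% = DMSO-treated cells and 100% = JAK inhibitor I control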
TRPML3 agonist: human TRPML3 channel agonists, primary screen, cell-based, HEK293 TRPML3-YFP, Fluo-8 calcium fluorescence, 3 µM; 100% = the carbachol control signal; activation, % at 3 µM; 220,000 tested, 0.29% active; AID 1448, 2008;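 active = activation above its plate's cutoff, the mean activation of the plate's test wells plus 3 SD, cut at about 12% in these data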;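 also: 0% = DMSO only wells and 100% = carbachol wells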
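Material: HEK293 cells stably carrying human TRPML3-YFP; compound dosing: single dose, 3 µM final nominal compound, 0.3% DMSO final; incubation: 1-h 37 °C dye load, 5-s basal, 120-s post-compound reads; technique: Fluo-8 intracellular calcium fluorescence, excitation 470-495 nm, emission 515-575 nm; read-out basis: percent activation from peak-to-basal fluorescence ratio, scaled between DMSO and carbachol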
BaF3 parental: parental Ba/F3 cell viability inhibition, counter-screen for JAK2V617F inhibitor project, murine pro-B, CellTiter-Glo luminescence. CellTiter-Glo ATP luminescence. 220,000 tested, 1.1% active. inhibition, % at 5.6 µM;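 active = inhibition above a per-campaign cutoff, the mean inhibition of all tested compounds plus 3 SD, cut at about 27% in these data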;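 also: 0% = DMSO wells and 100% = JAK Inhibitor I control wells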
* = called active by the depositor; x = no result given; [ ] = remark or other dose.

SMILES	PPC-1+TRAIL kill	Wee1 stabilizer	CHOP inh	TRPML3 agonist	Ba/F3 V617F tox	TRPN1 ag	RBBP9 inh	BaF3 parental	TNF necrop inh
O=C(Cc1ccc(S(=O)(=O)N2CCCCC2)s1)Nc1ccc(F)c(F)c1	28.7	-1.2	24.5	0.2	0.5	2.6	-2.5	6.5	7.3
COc1ccc(/C=N/Nc2ncnc3sc4c(c23)CCCC4)cc1O	35.4	6.1	-38.9	0.8	-6.0	-1.3	0.5	2.8	-2.0
CS(=O)(=O)N(CCc1ccccc1)CC(=O)N1CCCCC1	24.4	3.6	-6.7	1.3	2.6	0.5	-4.5	3.7	-1.6
Cc1nc2n(COCCO)cnn2c(=O)c1Br	-42.9	7.6	-20.0	1.0	4.6	0.1	0.5	8.1	1.0
O=S(=O)(c1cccc(-c2cn3cc(Cl)ccc3n2)c1)N1CCOCC1	10.0	-3.2	30.8	-0.1	2.1	2.0	-2.7	14.8	-1.6
COCCNC(=O)/C(C#N)=C/c1ccc(O)c([N+](=O)[O-])c1	9.5	-0.8	-32.5	0.6	2.3	1.2	-5.7	0.0	-0.7
N/C(=N\OS(=O)(=O)c1ccc2ccccc2c1)c1ccncc1	-29.5	-4.4	14.7	-0.2	4.5	-0.2	-2.0	1.0	-1.6
CCCc1ccc(Oc2c(-c3ccc(O)c(C)c3O)n[nH]c2C)cc1	2.1	-0.9	105.7*	2.1	-2.7	9.7	-7.9	7.5	-1.2
CCN1/C(=C/c2sc(-c3ccccc3C)c[n+]2C)Sc2ccccc21	x	0.6	80.5*	0.3	99.8*	2.9	-8.2	80.4*	-6.4
Cn1c(N)c(C(=O)CCl)c(=O)n(Cc2ccccc2)c1=O	9.2	-0.8	-87.8	0.5	-2.2	1.0	-4.3	4.2	-17.7
CCC(=O)Nc1nc2nc(C)cc(=O)n2[nH]1	18.1	-0.4	-5.6	-0.1	-4.6	0.1	1.8	-0.3	-1.7
O=C(c1cc([N+](=O)[O-])cc([N+](=O)[O-])c1)N1CCCc2ccccc21	10.1	2.3	-7.0	0.3	4.8	-0.2	-9.3	1.2	1.4
Cc1ccc(-c2nc(CSCC(=O)N3CCN(C(=O)c4ccco4)CC3)c(C)o2)cc1	2.0	-2.7	35.3	0.4	-0.5	0.1	-9.7	9.5	-4.4
CCOC(=O)Cn1c(=NC(=O)CSC(C)=O)sc2cc(F)ccc21	-13.7	4.0	44.3	0.3	-3.5	0.3	-4.9	0.9	-0.4
O=C(CNc1cccc(Cl)c1)NNC(=S)NCc1ccccc1	1.2	-3.6	0.2	0.6	7.6	0.0	-5.6	5.5	-0.6
CCOC(=O)N=S(=O)(Oc1ccc([N+](=O)[O-])cc1)c1ccccc1 (centres undefined)	-0.2	-1.7	-4.6	-1.4	-2.4	-1.3	-6.8	0.6	-0.2
C#CCn1c(=NC(=O)c2ccc(S(=O)(=O)N3CCCc4ccccc43)cc2)sc2cc(S(N)(=O)=O)ccc21	0.2	0.9	5.1	0.9	5.3	1.2	-68.0	8.6	2.6
CCn1cc(/C=N\NC(=O)c2cc(-c3ccccc3OC)nc3ccccc23)c(C)n1	-0.7	3.2	18.6	-0.6	3.9	0.4	-13.4	3.6	0.8
Cc1ccc2nc(-c3ccco3)c(Nc3ccccc3)n2c1	-1.3	2.2	-6.1	-0.6	-2.6	-2.0	11.0	7.3	0.5
CN(c1ccc(C(=O)Nc2ccccc2Sc2ccccc2)cc1)S(C)(=O)=O	0.1	2.2	23.4	1.2	4.5	-0.1	-13.0	8.3	-5.1
CN(c1ccccc1)S(=O)(=O)c1ccc(Cl)nc1	14.0	2.5	-1.7	0.2	3.0	-1.9	-8.8	6.3	0.7
CC(C)c1ccc(NC(=O)C(c2ccccc2)N(Cc2ccco2)C(=O)CC2NC(=O)NC2=O)cc1 (centres undefined)	5.3	-2.4	4.0	0.5	0.3	0.8	5.1	3.9	3.1
CC(=O)Nc1ccc(C2NC(=O)c3ccccc3O2)cc1 (centres undefined)	-4.5	-3.3	-10.9	0.3	-2.0	-0.9	3.3	6.3	-1.1
COc1ccc(S(=O)(=O)NC(CC(=O)N2CCc3ccccc32)c2ccco2)cc1 (centres undefined)	3.1	5.2	43.5	0.7	1.6	-1.3	-7.8	6.5	-2.5
Cc1cc(CCC(=O)O)c(C)cc1CCC(=O)O	7.6	-3.7	-7.1	1.1	-1.1	-0.1	-8.2	1.7	0.0
O=C(/C(=C(/[O-])c1ccccc1)[n+]1ccccc1)c1ccc([N+](=O)[O-])cc1	1.2	-5.0	21.4	0.7	3.2	-0.2	-8.8	5.2	0.4
O=C(Nc1ccccc1)Nc1cc(OCC(F)(F)F)cc(OCC(F)(F)F)c1	23.2[5 µM]	13.7*	106.7*	5.7	23.3	7.8	-103.3	6.2	-5.5
Cc1onc(-c2ccccc2)c1C(=O)NNC(=S)NC(=O)c1ccc(Cl)cc1Cl	20.5	-2.3	85.6*	1.7	-1.6	7.1	-6.8	0.4	2.4
CCOn1c(-n2nc(C)cc2C)nc2ccccc2c1=O	13.5	5.2	11.6	0.0	-4.1	0.1	2.1	-0.2	1.1
C/C(=N\Nc1ccc(F)cc1F)c1cccs1	10.1	8.5	59.4	1.1	0.8	-1.8	-2.4	5.8	-1.6

Reprinted from above for reference:
SMILES	PPC-1+TRAIL kill	Wee1 stabilizer	CHOP inh	TRPML3 agonist	Ba/F3 V617F tox	TRPN1 ag	RBBP9 inh	BaF3 parental	TNF necrop inh
O=C(Cc1ccc(S(=O)(=O)N2CCCCC2)s1)Nc1ccc(F)c(F)c1	28.7	-1.2	24.5	0.2	0.5	2.6	-2.5	6.5	7.3
COc1ccc(/C=N/Nc2ncnc3sc4c(c23)CCCC4)cc1O	35.4	6.1	-38.9	0.8	-6.0	-1.3	0.5	2.8	-2.0

Next part
SMILES	PPC-1+TRAIL kill	Wee1 stabilizer	CHOP inh	TRPML3 agonist	Ba/F3 V617F tox	TRPN1 ag	RBBP9 inh	BaF3 parental	TNF necrop inh
Cc1c(C(=O)NCc2ccco2)sc2nc(-c3ccccc3)cn12	4.8	1.9	-0.9	-0.1	13.1	3.0	-8.6	19.0	-0.9
O=C(Cn1cncn1)N/N=C/c1cccnc1	-6.0	2.6	-24.5	1.7	-4.7	-0.4	3.3	-1.7	4.5
Cc1nc(C)c(-c2csc(NCc3ccccc3)n2)s1	9.3	-2.0	12.9	-0.1	-3.8	-1.6	-0.4	2.2	6.3
CCOC(=O)N1CCN(Cc2nc(Cc3cccc(F)c3)no2)CC1	5.3	8.7	27.5	0.3	2.4	-0.6	1.3	4.7	0.7
COC(=O)COc1ccccc1C(N)=O	-1.5	-0.4	14.5	0.5	0.1	-0.4	-5.9	0.3	0.6
Cc1cccc(S(=O)(=O)CC(=O)Nc2nc(-c3ccccc3)cs2)c1	-1.7	-1.4	-8.4	-0.3	-0.5	-1.4	-4.2	4.3	0.2
CCCN(CCC)C(=O)CSc1ncccc1C(=O)O	4.4	0.1	26.7	0.5	-3.6	1.4	1.9	4.5	0.3
O=C(CCCn1c(=S)[nH]c2cc3c(cc2c1=O)OCO3)N1CCN(C2CCCCC2)CC1	-4.2	1.8	-7.0	-0.5	3.0	-0.3	4.7	0.5	-6.6
Cc1ccc(C(=O)OCCc2c(C)[nH]n(-c3ccccc3)c2=O)cc1	-12.1	-2.1	41.4	0.8	0.9	-0.6	-4.6	3.7	-1.9
COc1ccc(N(CC(=O)NCCC2=CCCCC2)S(=O)(=O)c2ccccc2)cc1OC	3.2	-1.5	24.6	0.0	-0.6	-2.1	-1.7	1.9	1.4
Cc1ccc(NC2=NCC(=O)N2C2CCCC2)c(C)c1	26.2	1.2	10.2	-0.6	1.9	0.5	-11.8	3.6	-1.7
CN(C)CCNC(=O)C(=O)NCC1OCCCN1S(=O)(=O)c1cccs1 (centres undefined)	12.2	-0.8	-5.9	0.8	-1.2	-0.5	-4.4	-2.0	2.0
N#Cc1ccccc1S(=O)(=O)c1ccccc1C(=O)Nc1ccccc1	13.6	-1.3	10.3	-0.5	-7.8	-1.9	-2.5	-3.3	1.2
CC1=Nc2cc(C(=O)O)ccc2Sc2ccc(Br)cc21	14.9	0.8	2.8	0.7	-0.2	1.5	-3.5	3.8	-0.6
Oc1ccccc1/C=C/c1noc(-c2ccccc2O)n1	19.5	9.2*	67.2	0.7	-2.4	1.0	2.4	5.8	-2.6
Fc1ccccc1Cn1c2[n+](c3ccc(C(F)(F)F)cc31)CCCCC2	16.4	-1.1	2.6	0.9	14.7	0.0	-7.2	32.6*	-0.6
CC(C)C(=O)Nc1oc(-c2ccccc2)cc1C#N	5.1	-1.2	3.3	-0.7	0.2	-0.9	4.2	10.2	-0.1
O=C(CSc1nnc(SCC(=O)NCc2ccc3c(c2)OCO3)s1)NCc1ccc2c(c1)OCO2	-3.4	-0.8	-20.6	0.8	-1.9	0.1	3.1	-0.5	0.2

Outcome played no part in choosing rows; 6.8% or so of the library scored in one or more.
